CatB mix inh: cathepsin B inhibitors from pooled compounds, primary screen, biochemical, compound mixtures, AMC fluorescence; Purified cathepsin B, AMC dipeptide fluorescence; P07858; AID 488, 2006; actives 0.06% (n = 62,000); inhibition, %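 (ten-compound pools at 5 µM per compound and 50 µM total)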; in the data active = inhibition above about 22%, passing the limit was not always enough;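 also: 0% = enzyme without compound and 100% = no enzyme blank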
Cdc25B block: inhibitors of Cdc25B phosphatase catalytic domain, primary screen, biochemical, OMFP fluorescence. recombinant Cdc25B, OMFP fluorescence Ex485/Em525. inhibition, %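 (compounds tested at 10 µM final in the well)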. actives 0.1% (n = 65,000); in the data active = inhibition above about 50%
Target sequence (P30305 whole entry, looked up, the tested form may be a part): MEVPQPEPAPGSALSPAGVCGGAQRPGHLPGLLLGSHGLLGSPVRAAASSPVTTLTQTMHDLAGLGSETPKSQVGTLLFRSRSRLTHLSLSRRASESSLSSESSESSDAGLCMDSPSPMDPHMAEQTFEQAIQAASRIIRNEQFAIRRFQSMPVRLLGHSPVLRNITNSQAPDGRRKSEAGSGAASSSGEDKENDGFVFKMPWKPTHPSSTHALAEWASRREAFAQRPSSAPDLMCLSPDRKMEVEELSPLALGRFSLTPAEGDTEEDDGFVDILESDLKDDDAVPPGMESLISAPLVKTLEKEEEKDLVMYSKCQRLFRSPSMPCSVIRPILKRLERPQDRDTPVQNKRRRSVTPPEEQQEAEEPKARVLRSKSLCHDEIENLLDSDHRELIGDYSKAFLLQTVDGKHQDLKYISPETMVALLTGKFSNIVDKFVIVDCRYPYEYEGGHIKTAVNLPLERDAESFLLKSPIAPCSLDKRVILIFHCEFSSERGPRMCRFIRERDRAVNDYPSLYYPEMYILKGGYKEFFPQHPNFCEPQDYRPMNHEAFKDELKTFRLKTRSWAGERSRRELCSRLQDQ
Ec RNAP inh: E. coli RNAP inhibitors, biochemical; DNA-directed RNA polymerase subunit beta (Escherichia coli (strain K12)), P0A8V2; E. coli RNA polymerase, fluorescence transcription assay; inhibition, %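 (tested at 10 µM)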; actives 0.2% (n = 62,000); AID 559, 2006; in the data active = inhibition above about 20%;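 also: 0% = enzyme without compound and 100% = no enzyme blank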
D1 mod: D1 CRE-luciferase signal change, two-sided – cell-based, HEK293 D1, dopamine EC30, D1 allosteric modulator project, primary screen; dopamine EC30 potentiation; actives deviate in either direction; B-score at 10 µM; actives 5.9% (n = 58,000);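 active = luminescence count or its row- and column-corrected plate score outside the 99.7% band of the plate's sample wells, on either side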
Target sequence (P21728 whole entry, looked up): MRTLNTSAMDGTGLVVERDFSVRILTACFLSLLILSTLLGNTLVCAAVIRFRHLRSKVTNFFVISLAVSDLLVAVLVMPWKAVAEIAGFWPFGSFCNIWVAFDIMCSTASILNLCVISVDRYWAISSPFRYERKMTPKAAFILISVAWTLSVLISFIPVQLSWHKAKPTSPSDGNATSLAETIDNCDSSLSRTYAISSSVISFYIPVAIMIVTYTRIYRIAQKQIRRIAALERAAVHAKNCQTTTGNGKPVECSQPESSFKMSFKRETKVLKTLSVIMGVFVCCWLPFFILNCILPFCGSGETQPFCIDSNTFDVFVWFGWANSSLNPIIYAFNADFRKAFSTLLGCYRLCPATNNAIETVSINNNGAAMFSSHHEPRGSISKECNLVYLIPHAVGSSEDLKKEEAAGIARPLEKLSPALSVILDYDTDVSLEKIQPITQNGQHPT
CatB inh: human cathepsin B inhibitors, primary screen, biochemical, fluorogenic substrate; P07858; purified cathepsin B, fluorescence; inhibition, %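 (tested at 10 µM)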; actives 0.1% (n = 63,000); AID 453, 2006; in the data active = inhibition above about 21%;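 also: 0% = enzyme with no compound and 100% = no enzyme blank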
Ecoli tolC: growth inhibitors of E. coli tolC mutant, primary screen, strain BW25113 ΔtolC::kan, 384-well; OD615; actives 2.2% (n = 65,000); growth inhibition, % at 10 µM (by protocol);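 active = growth inhibition at or above a cutoff equal to the mean over every tested compound plus 3 SD, cut at about 60% in these data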;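 also: growth measured after 20 h incubation at 37 °C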
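Material: E. coli BW25113 ΔtolC::kan, tolC deletion mutant strain. Measure: percent growth inhibition. Schedule: 37 °C, 20 h exposure. Doses: single-point testing at 10 µM. Signal: A615 absorbance measurement. Buffer or medium: kanamycin-containing LB broth (50 µg/mL).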
Hsp90 block: tumor Hsp90 inhibitors, primary screen, cell lysate, fluorescence polarization, NCI-N417 lysate. Heat shock protein HSP 90-alpha (Homo sapiens), P07900. Cy3B-geldanamycin FP displacement. inhibition, % at 30 µM. actives 0.35% (n = 64,000);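 active = inhibition above 50%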;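 also: 0% = tracer plus lysate wells and 100% = tracer alone without lysate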
DUSP1 inh: MKP-1 phosphatase inhibitors, primary screen, biochemical, in vitro; Dual specificity protein phosphatase 1 (Homo sapiens), P28562; recombinant MKP-1, OMFP hydrolysis fluorescence; inhibition, %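 (compounds tested at a single concentration somewhere between 10 and 100 µM)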; actives 0.15% (n = 65,000); AID 374, 2006;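 active = inhibition above about 50%, limit read from the data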;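 also: 0% = DMSO max control wells and 100% = wells with enzyme stopped by NaOH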
AP ELISA ortho: alternative complement pathway inhibitors, primary screen, biochemical, ELISA, human serum, orthogonally pooled compounds | actives 0.08% (n = 62,000) | LPS-coated ELISA, C3 deposition; tested in compound mixtures | inhibition, % at 5 µM;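 active = inhibition above 30% in each of the two pooled mixtures holding the compound, so the lower value exceeds 30%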;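 also: 0% = serum in Mg-EGTA without compound and 100% = EDTA serum blank; some compounds past the cut are filed as inactive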
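Test system: human serum complement alternative pathway, C3 deposition onto LPS / Medium: Mg2+-EGTA GVB++ buffer containing human serum at 1:15 dilution / Probe or stimulus: Plate-bound LPS / Times: 1 h at 37 °C / Signal: ELISA with HRP anti-human C3 antibody, TMB substrate, absorbance 450 nm / Measure: percent inhibition / Repeats: two pool placements per compound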
* = called active by the depositor; . = no result given.

SMILES	CatB mix inh	Cdc25B block	Ec RNAP inh	D1 mod	CatB inh	Ecoli tolC	Hsp90 block	DUSP1 inh	AP ELISA ortho
O=C(Nc1ccc(S(=O)(=O)N2CCOCC2)cc1)c1cccs1	-1	-6	2	-0.018	-3	-3	-5	0	10
Clc1ccc(OCCn2ccnc2)c2ccccc12	-1	-22	4	0.71	1	100*	-2	6	7
O=S(=O)(NC1CCCCC1)c1ccc(S(=O)(=O)N2CCN3CCCC3C2)cc1 (stereo not drawn)	1	-5	4	-0.61	-1	0	-4	-6	18
CCC(=O)NCCc1cc2ccc(C)c(C)c2[nH]c1=O	3	-8	0	0.28	-2	-13	-5	2	17
Fc1ccc(-c2nnc(CN3CCC(c4nc5ccccc5s4)CC3)o2)cc1	-7	7	1	-0.93	-2	-1	-1	6	-5
COCCNC(=O)Cn1cnc2c1c(=O)n(C)c(=O)n2C	1	-1	2	-0.065	3	-3	.	6	7
Cc1cccc(OCCC(=O)NCC(c2ccccc2)N(C)C)c1 (stereo not drawn)	0	-6	5	.	2	-14	-1	5	-11
CCOC(=O)c1cnc2c(C#N)c(C)nn2c1C	3	5	-2	-0.45	2	-19	-9	1	9
COc1ccc(C2(C(=O)NCCN3CCOCC3)CCOCC2)cc1	8	0	6	-1.1	-2	-11	-1	6	10
CSC1=C(C#N)C(c2ccccc2C)C(C#N)=C(N)N1 (stereo not drawn)	4	9	4	0.43	-1	-17	-5	-10	7
Nc1nc(SCC(=O)NCc2ccco2)[nH]c(=O)c1-c1ccccc1	-6	-1	5	-0.46	-4	-9	-2	0	-14
CC1=C(C(=O)OC2CCCCC2)C(c2ccc(C)o2)C2=C(CC(C)(C)CC2=O)N1 (stereo not drawn)	6	-17	6	-0.0073	2	8	0	2	5
CCc1cccc(NC(=O)CN(C)S(=O)(=O)c2cccc3nsnc23)c1	4	-4	4	-0.27	3	18	-3	0	9
CCN1CCN(CC(O)COCc2ccccc2)CC1 (stereo not drawn)	-1	-2	3	-0.33	1	-14	-1	-6	13
O=C(Nc1ccc2c(c1)OCCO2)C1CCN(C(=O)c2ccc(F)cc2)CC1	4	-3	7	-0.66	1	-11	-1	4	4
CCOC(=O)Cn1c(=O)c2c(nc3n2CCS3)n(C)c1=O	0	-8	2	-0.076	-3	-9	-4	-6	10
O=S1(=O)CCN2C(Cc3ccc(SC(F)F)cc3)=CSC2=N1	-3	-10	-3	-0.61	-2	0	-4	-1	0
CC(=Nc1ccc2c(c1)nc(CO)n2C)C1=C(O)CC(C)(C)CC1=O	2	-7	8	1.4	7	-1	-4	24	-4
CC(=O)c1c(Nc2ccc3c(c2)OCCO3)oc(C)cc1=O	6	-8	5	-1.1	-1	-5	-5	3	21
CN1C(=O)c2ccccc2Sc2ccc(NC(=O)NC3CC3)cc21	3	-5	3	-0.072	2	-4	-4	27	6
Cc1ccc(SCc2cc(=O)n3[nH]c(C)nc3n2)cc1	2	-12	6	1.2	2	8	-3	22	9
CCOc1ccc(NC(=O)C2CC(=O)N(C)C(=Nc3ccc4c(c3)OCO4)S2)cc1 (stereo not drawn)	0	-6	8	-0.0028	2	-14	1	9	-11
O=C(CN1CCN(c2ccccn2)CC1)N1c2ccccc2Sc2ccc(C(F)(F)F)cc21	5	1	9	0.12	1	53	-6	12	2
C=CCSc1nnc(-c2cccnc2)o1	4	-1	4	0.64	-3	-4	-1	1	0
CCOCCCn1c(=N)c(C(N)=S)cc2c(=O)n3cccc(C)c3nc21	-11	-10	2	-0.18	4	30	-9	-11	-13
Cc1cccc(OCC(O)Cn2c(=N)n(CCN3CCCCC3)c3ccccc32)c1 (stereo not drawn)	0	-25	8	-1.1	-1	51	-10	14	4
COc1ccc(CC(=O)OCc2cc3ccc(C)cc3[nH]c2=O)cc1	1	2	-6	-0.43	-2	-2	-4	-4	10
O=C1CC(c2cccs2)CC2=C1C(c1ccccc1)n1ncnc1N2 (stereo not drawn)	8	-3	1	-0.53	1	2	-4	0	11
COc1ccc(-c2cc(C(=O)NCc3ccc(Cl)cc3)no2)cc1OC	1	-12	3	1.6	-1	-10	2	-5	7
N#Cc1c(-c2ccco2)cc(-c2ccccn2)nc1N	2	-9	.	6.5*	5	26	-5	-4	-4
O=C(NCc1cccnc1)c1cccc(F)c1	4	-7	10	0.26	1	-10	-3	-3	13
COc1ccccc1NC(=O)CN1CCN(CC(=O)Nc2ccc3c(c2)OCO3)CC1	-3	-2	-3	0.19	-3	0	1	-4	2
Cc1ccc(-c2csc3nnc(SCc4csc(C)n4)n23)cc1	-4	-31	3	9.3*	4	1	-2	2	0
CC(=O)Nc1nc(C)nc(-c2ccccc2OC(C)=O)n1	11	6	-3	1.3	1	-16	1	2	13
O=C(CCn1c(=O)oc2ccccc21)NCc1ccco1	-2	-7	10	-0.86	2	-1	-5	-2	-10
CN(CC(=O)NC1CCCCC1)S(=O)(=O)c1cccc2cccnc12	7	-9	1	-1	-2	-7	-2	4	15
O=C(O)CCCC(=O)Nc1ccc(C(=O)N2CCCCC2)cc1	6	-13	11	0.14	1	-8	-1	2	6
CCc1nc2n[nH]c(N)c2c2c1CSC(C)(C)C2	.	4	8	.	0	-5	-5	-27	.
CC1CCc2c(sc3nc(SCC(=O)NCc4ccco4)nc(N)c23)C1 (stereo not drawn)	2	6	.	1.1	-1	10	-12	9	1
Cc1c(C(=O)OCc2ccccc2)[nH]c2c1C(=O)CC(c1ccco1)C2 (stereo not drawn)	-8	0	12	3.3	3	9	-3	1	-1
Cn1c(=O)[nH]c(=O)c2c1nc(SCC(=O)Nc1ccccc1)n2Cc1ccccc1	6	-6	5	3.7	4	9	-3	14	19
COCCCNC(CC(=O)Nc1ccc(N(C)C)cc1)C(=O)O (stereo not drawn)	2	-12	8	-0.64	-2	-24	-1	-9	9
COc1ccc(C(=O)Cn2nnc(-c3ccccc3NC(=O)C3CC3)n2)cc1	0	-5	9	-0.92	-2	-8	-1	-24	-3
OC(COc1ccc2c(c1)CCC2)Cn1cnc2ccccc21 (stereo not drawn)	4	-2	10	.	-3	47	1	9	5
COc1cc(NC(=O)c2ccccc2)c(OC)cc1NC(C)=O	-2	-12	6	0.031	2	-6	12	8	-2
CCOc1ccccc1NC(=O)c1ccccc1N(C)S(C)(=O)=O	-1	-4	10	-0.12	2	9	-1	-4	-4
O=C(CCS(=O)(=O)c1ccc(Br)cc1)NCc1cccs1	2	-10	3	0.36	6	2	-2	-5	-7
CC(=O)NCCn1c(SCC(=O)c2ccccc2)nc2ccccc2c1=O	-2	-12	-4	-2.6	2	9	-2	12	2
CCOC(=O)c1[nH]cnc1C(=O)Nc1ccccn1	3	-6	5	4*	-4	-6	-2	-1	13
Cn1c(=O)c2c(nc(SCc3cccnc3)n2Cc2ccccc2)n(C)c1=O	4	-13	2	0.68	-1	8	0	2	13
Cc1ccc(OCC(=O)n2nc(C)cc2C)c(Br)c1	8	-2	7	.	-4	-7	-2	2	-4
CSc1cnn(-c2ccccc2)c(=O)c1SC	3	3	8	2.2	.	-8	-1	-1	4
COCCCNc1nc2c(c(=O)n(C)c(=O)n2C)n1Cc1cccc(OC)c1	.	-3	7	.	-3	-1	-4	-20	.
CC(=O)Nc1c2c3c(cccc3n(C)c1=O)C(=O)c1ccccc1-2	6	1	-3	0.086	4	22	5	3	8
OC1CCCN(Cc2cccc3ccccc23)C1 (stereo not drawn)	0	0	.	-0.82	.	-7	-2	12	26
CC(CN1CCCCC1)OC(=O)c1ccc2c(c1)OCO2 (stereo not drawn)	8	3	4	-0.048	2	-10	-14	4	13
CC(c1ccccc1)n1cc(C(=O)NCc2ccccn2)nn1 (stereo not drawn)	-1	12	11	0.027	6	-10	0	-18	-2
CS(=O)(=O)N1CCN(C(=O)c2ccncc2)CC1	4	-4	8	-0.64	1	-23	-5	-16	10
Cc1ccc(S(=O)(=O)N2CCN(C(=O)COC(=O)COc3ccccc3)CC2)cc1	4	-7	5	.	4	-11	-2	13	8
CC(=O)c1sc(NC(=O)c2ccccc2F)nc1C	2	-5	4	-5.1*	1	-3	-5	1	17

14 entries from above, set out differently:
Order of results – CatB mix inh | Cdc25B block | Ec RNAP inh | D1 mod | CatB inh | Ecoli tolC | Hsp90 block | DUSP1 inh | AP ELISA ortho
- COCCCNC(CC(=O)Nc1ccc(N(C)C)cc1)C(=O)O (stereo not drawn)
→ 2 | -12 | 8 | -0.64 | -2 | -24 | -1 | -9 | 9
- COc1ccc(C(=O)Cn2nnc(-c3ccccc3NC(=O)C3CC3)n2)cc1
→ 0 | -5 | 9 | -0.92 | -2 | -8 | -1 | -24 | -3
- OC(COc1ccc2c(c1)CCC2)Cn1cnc2ccccc21 (stereo not drawn)
→ 4 | -2 | 10 | . | -3 | 47 | 1 | 9 | 5
- COc1cc(NC(=O)c2ccccc2)c(OC)cc1NC(C)=O
→ -2 | -12 | 6 | 0.031 | 2 | -6 | 12 | 8 | -2
- CCOc1ccccc1NC(=O)c1ccccc1N(C)S(C)(=O)=O
→ -1 | -4 | 10 | -0.12 | 2 | 9 | -1 | -4 | -4
- O=C(CCS(=O)(=O)c1ccc(Br)cc1)NCc1cccs1
→ 2 | -10 | 3 | 0.36 | 6 | 2 | -2 | -5 | -7
- CC(=O)NCCn1c(SCC(=O)c2ccccc2)nc2ccccc2c1=O
→ -2 | -12 | -4 | -2.6 | 2 | 9 | -2 | 12 | 2
- CCOC(=O)c1[nH]cnc1C(=O)Nc1ccccn1
→ 3 | -6 | 5 | 4* | -4 | -6 | -2 | -1 | 13
- Cn1c(=O)c2c(nc(SCc3cccnc3)n2Cc2ccccc2)n(C)c1=O
→ 4 | -13 | 2 | 0.68 | -1 | 8 | 0 | 2 | 13
- Cc1ccc(OCC(=O)n2nc(C)cc2C)c(Br)c1
→ 8 | -2 | 7 | . | -4 | -7 | -2 | 2 | -4
- CSc1cnn(-c2ccccc2)c(=O)c1SC
→ 3 | 3 | 8 | 2.2 | . | -8 | -1 | -1 | 4
- COCCCNc1nc2c(c(=O)n(C)c(=O)n2C)n1Cc1cccc(OC)c1
→ . | -3 | 7 | . | -3 | -1 | -4 | -20 | .
- CC(=O)Nc1c2c3c(cccc3n(C)c1=O)C(=O)c1ccccc1-2
→ 6 | 1 | -3 | 0.086 | 4 | 22 | 5 | 3 | 8
- OC1CCCN(Cc2cccc3ccccc23)C1 (stereo not drawn)
→ 0 | 0 | . | -0.82 | . | -7 | -2 | 12 | 26

Source: PubChem
